RNase H inhibition: RNase H inhibition, HIV 1 Gag Pol polyprotein, FRET biochemical assay, screening (AID 372); one-dose inhibition, % at 10 µM; IC50 in µM for titrated hits; 100,000 compounds, 0.77% hits; HIV-1 RT RNase H, FRET RNA/DNA substrate fluorescence; higher % means a stronger effect; in the data active means inhibition above about 50%
The depositor's hits bear a star. A portion of the library; the hit share may differ from the screen's.

no.	SMILES	RNase H inhibition
1	Cc1cc(OCCCN2CCOCC2)ccc1Cl	14%
2	Cc1ccccc1OCCOc1ccc(/C=C2/C(=N)N3N=C(c4ccccc4)SC3=NC2=O)cc1	34%
3	Cc1ccc(OCc2nnc(NC(=O)Nc3ccccc3)s2)cc1	16%
4	C/C(Cn1nnc([N+](=O)[O-])n1)=N\NC(=O)c1ccc(C)cc1	8%
5	COc1ccc(/C=C/C(=O)OCC(=O)c2cccc([N+](=O)[O-])c2)cc1S(=O)(=O)N1CCCCC1	8%
6	COc1ccc(/C=C/C(=O)N2CCOCC2)cc1OC	2%
7	Cc1ccc(/C=C2\SC(=S)N(CCC(=O)Nc3ccccc3C(=O)O)C2=O)cc1	2%
8	COc1ccc(C)cc1NC(=O)c1ccccc1[N+](=O)[O-]	0%
9	COc1cc(NC(=S)NC(=O)COc2ccc(C)cc2)ccc1NC(=O)c1ccco1	16%
10	COc1cc(C(=O)N2CCN(C(=O)c3cccs3)CC2)cc(OC)c1OC	0%
11	Cc1c(NC(=S)NC(=O)c2cccc([N+](=O)[O-])c2C)cccc1-c1nc2ccccc2o1	24%
12	S=C(NCCSCc1ccc(Cl)cc1)Nc1ccccc1	6%
13	CCOc1cccc(OCCCOc2ccc(Cl)cc2Br)c1	22%
14	CCOc1ccc(N2C(=O)S/C(=C\c3ccc(F)cc3)C2=O)cc1	6%
15	COC(=O)C(NC(=O)C(C)(C)C)C12CC3CC(CC(C3)C1)C2 (stereo not given)	3%
16	O=C(CSc1nnnn1-c1ccccc1)Nc1ccccc1[N+](=O)[O-]	34%
17	Cc1cc(C)n(C(=O)c2ccc([N+](=O)[O-])cc2[N+](=O)[O-])n1	0%
18	COc1cc(OC)c(OC)cc1CN1CCN(C2CCCCCC2)CC1	3%
19	CCC(=O)N1c2ccccc2NC2=C(C(=O)CC(c3ccccc3)C2)C1c1ccc(OC)cc1 (stereo not given)	4%
20	CCOc1ccc(/C=C2\C(=O)NC(=O)N(c3ccc(Br)cc3)C2=O)c(OCC)c1	6%
21	O=C1NC(=O)N(c2ccccc2F)C(=O)/C1=C/c1ccc(OCc2cccc(C(=O)O)c2)cc1	4%
22	Cc1ccc(NS(=O)(=O)c2ccc3c(c2)OCCO3)cc1	29%
23	COc1ccc(NC(=O)c2ccc([N+](=O)[O-])cc2)cc1Cl	10%
24	Cc1c(NC(=S)NC(=O)c2cccc(Br)c2)cccc1-c1nc2ccccc2s1	21%
25	CC12C(=O)C(C(c3ccccc3)NC1c1ccccc1)C(c1ccccc1)NC2c1ccccc1 (stereo not given)	9%
26	Ic1ccc(OCCOCCOc2cccc3cccnc23)cc1	13%
27	COc1cc2c(cc1OC)C(=O)NC1(CCCC1)C2	18%
28	COCCNC(=O)c1ccc(I)cc1	0%
29	O=C(Nc1ccc2c(c1)C(=O)c1ccccc1C2=O)c1cccnc1	8%
30	Cc1ccc(OCC(=O)N2CCc3ccccc3C2)c(Br)c1	31%

Quoted at random: 2 compounds from above, in no set order.
no.	SMILES	RNase H inhibition
19	CCC(=O)N1c2ccccc2NC2=C(C(=O)CC(c3ccccc3)C2)C1c1ccc(OC)cc1 (stereo not given)	4%
5	COc1ccc(/C=C/C(=O)OCC(=O)c2cccc([N+](=O)[O-])c2)cc1S(=O)(=O)N1CCCCC1	8%

Next results follow:
no.	SMILES	RNase H inhibition
31	O=C(Nc1ccc(-c2nc3ccccc3s2)c(O)c1)c1ccc(-c2cccc([N+](=O)[O-])c2)o1	42%
32	O=C(Nc1ccc(Br)cc1)c1ccc(F)cc1	7%
33	Cc1ccc(-n2nc3ccc(NC(=O)c4cccc([N+](=O)[O-])c4)cc3n2)cc1Cl	43%
34	CCCCOc1ccccc1C1NC(=O)NC(C)=C1C(=O)OCC1CCCO1 (stereo not given)	22%
35	CC(C)(C)NC(=O)CN(Cc1ccccc1)S(=O)(=O)c1ccccc1	2%
36	O=C(N/N=C/C=N/NC(=O)c1cc(Br)ccc1O)c1cc(Br)ccc1O	0%
37	COc1ccccc1NC(=O)c1c(NC(=O)c2ccc([N+](=O)[O-])cc2)sc2c1CCCCC2	9%
38	Cc1ccc(C(=O)NC(=S)Nc2ccccc2)cc1C	13%
39	CCOC(=O)c1conc1-c1c[nH]c2ccccc12	8%
40	O=C(c1ccccc1)c1cc(Cl)ccc1Nc1nc2ccc(Cl)cc2c(-c2ccccc2)c1Cl	8%
41	COc1ccc(OCC(=O)Nc2ccc3ccccc3c2)cc1	13%
42	COc1ccc(OC)c(NC(=O)c2ccc(C)c(C)c2)c1	2%
43	O=c1[nH]c2ccc(Cl)cc2c(-c2ccccc2)c1C1=NNC(c2ccc(Br)cc2)C1 (stereo not given)	29%
44	CCOc1cc(C=C2C(=O)NC(=S)NC2=O)ccc1OCc1ccc(Cl)c(Cl)c1	39%
45	Cc1ccc(C(=O)Nc2cc(C(F)(F)F)cc(C(F)(F)F)c2)cc1[N+](=O)[O-]	3%
46	O=C(/C=C/c1ccccc1)C1=C(O)C(=O)N(c2ccccn2)C1c1ccccc1F (stereo not given)	10%
47	COc1ccc2c(Cl)c(C(=O)N3CCN(c4ccccc4)CC3)sc2c1	0%
48	Cc1cc(Br)ccc1N1C(=O)CCC1=O	6%
49	Cc1ccc(-c2nc3ccccc3[nH]2)cc1NC(=O)c1cc2ccccc2o1	8%
50	O=C1c2ccccc2C(=O)c2c1cc1ccccc1c2O	14%
51	CC1SC2(NC1=O)C1CC3CC(C1)CC2C3 (stereo not given)	0%
52	Cc1cc([N+](=O)[O-])ccc1N/C=C/C(=O)c1ccco1	6%
53	COc1cc(Cc2ccc(N/C=C/C(=O)c3ccc(Br)cc3)c(OC)c2)ccc1N/C=C/C(=O)c1ccc(Br)cc1	25%
54	COc1ccc(NC(=O)Nc2cc(C(F)(F)F)cc(C(F)(F)F)c2)cc1OC	20%
55	NC(=O)c1ccc(NC(=O)c2sc3ccccc3c2Cl)cc1	8%
56	O=C(Nc1ccc(Cl)c(C(F)(F)F)c1)c1ccncc1	13%
57	CCOc1ccc(C(=O)Nc2cccc(C)n2)cc1[N+](=O)[O-]	11%
58	O=C1CSC(=O)N1CNc1ccc(F)cc1	5%
59	Cc1ccc(C(=O)Oc2ccccc2C(=O)N2CCOCC2)cc1	0%
60	COc1cc([N+](=O)[O-])ccc1-c1ccc(/C=C2/SC(=S)N(c3ccccc3)C2=O)o1	1%

Molecules shown so far that contain a Cl atom (11):
no.	SMILES	RNase H inhibition
1	Cc1cc(OCCCN2CCOCC2)ccc1Cl	14%
12	S=C(NCCSCc1ccc(Cl)cc1)Nc1ccccc1	6%
13	CCOc1cccc(OCCCOc2ccc(Cl)cc2Br)c1	22%
23	COc1ccc(NC(=O)c2ccc([N+](=O)[O-])cc2)cc1Cl	10%
33	Cc1ccc(-n2nc3ccc(NC(=O)c4cccc([N+](=O)[O-])c4)cc3n2)cc1Cl	43%
40	O=C(c1ccccc1)c1cc(Cl)ccc1Nc1nc2ccc(Cl)cc2c(-c2ccccc2)c1Cl	8%
43	O=c1[nH]c2ccc(Cl)cc2c(-c2ccccc2)c1C1=NNC(c2ccc(Br)cc2)C1 (stereo not given)	29%
44	CCOc1cc(C=C2C(=O)NC(=S)NC2=O)ccc1OCc1ccc(Cl)c(Cl)c1	39%
47	COc1ccc2c(Cl)c(C(=O)N3CCN(c4ccccc4)CC3)sc2c1	0%
55	NC(=O)c1ccc(NC(=O)c2sc3ccccc3c2Cl)cc1	8%
56	O=C(Nc1ccc(Cl)c(C(F)(F)F)c1)c1ccncc1	13%

Following part:
no.	SMILES	RNase H inhibition
61	O=C(c1ccccc1)N1CCN(C(=O)c2ccccc2)C1c1ccccc1	14%
62	O=C1CCCc2c1nc(-c1ccc(F)cc1)n2O	5%
63	COc1cc(CN2CCN(Cc3cccc4ccccc34)CC2)cc(OC)c1OC	17%
64	COc1ccc(C(CC(=O)c2ccccc2)S(=O)(=O)c2ccc(C)cc2)cc1 (stereo not given)	3%
65	CC1(C)CC(=O)c2cc(C(=O)NCCO)c(=O)n(-c3ccccc3)c2C1	6%
66	CC1=C(C(=O)OCC2CCCO2)C(c2cccc(Br)c2)C2=C(CC(C)(C)CC2=O)N1 (stereo not given)	15%
67	O=C(COc1ccc2ccccc2c1)N1CCN(S(=O)(=O)c2ccc(Cl)cc2)CC1	16%
68	COc1ccc(N2C(=O)C(O)=C(C(=O)/C=C/c3ccccc3)C2c2ccc(Br)cc2)cc1 (stereo not given)	25%
69	COc1cc(/C=N/NC(=O)c2cccc([N+](=O)[O-])c2)c([N+](=O)[O-])cc1OC	8%
70	C=CCOc1ccc(/C=C2/C(=O)NC(=O)N(c3ccccc3F)C2=O)cc1OCC	24%
71	O=C1/C(=C\c2ccc3c(c2)OCO3)C(c2ccccc2)=NN1c1ccccc1	13%
72	NS(=O)(=O)c1cccc(NC(=O)c2ccc(Br)o2)c1	7%
73	NC(=O)c1ccccc1NC(=O)c1cccc([N+](=O)[O-])c1	7%
74	O=C(/C=C/Nc1cc(Cl)cc(Cl)c1)c1ccccc1	12%
75	CC(C)(C)c1ccc(OCC(=O)Nc2ccc(C(=O)O)cc2)cc1	0%
76	Cc1cccc(C)c1N=C1S/C(=C\c2cn[nH]c2-c2ccccc2)C(=O)N1c1ccccc1	15%
77	O=C(Nc1ccccc1)c1cccc(C(=O)Nc2ccccc2)c1	9%
78	COC(=O)C1=C(C)N(C)C(=O)/C1=C\c1ccc(Br)cc1	10%
79	Cc1ccc(-c2nc3ccccc3o2)cc1NC(=O)c1cc(Br)ccc1I	12%
80	CCOc1cc(/C=C2/SC(=S)N(C)C2=O)cc(Br)c1OCc1ccccc1F	7%
81	O=Cc1cc(OCc2ccccc2)ccc1O	15%
82	CC1(C)CC(=O)C(C=NCc2ccc(F)cc2)=C(O)C1	4%
83	O=C1NC(=Nc2ccc(Br)cc2)S/C1=C\c1ccc([N+](=O)[O-])cc1	10%
84	CCOc1cc(/C=C(\C#N)c2nc3ccc(C)cc3[nH]2)cc(I)c1OC	5%
85	CC1C(c2ccccc2)NC(c2ccccc2)C(C)C1(O)c1ccccc1 (stereo not given)	5%
86	Clc1ccc(CN2CCN(/N=C/c3c(Cl)cccc3Cl)CC2)cc1	22%
87	CCOc1ccc2ccccc2c1/C=N\NC(=O)c1ccc([N+](=O)[O-])cc1	6%
88	O=c1c2c(n3cnnc3n1C1CCCCC1)-c1ccccc1CC21CCCCC1	7%
89	C=CCN1C(=O)/C(=C\c2ccccc2C(=O)O)SC1=S	0%
90	CCCCc1ccc(CCCCC(=O)O)s1	1%

Later entries:
no.	SMILES	RNase H inhibition
91	CCOC(=O)c1c(NC(=S)NC(=O)c2ccc(OC)c(OC)c2)sc2c1CCCC2	0%
92	Clc1ccc(-c2noc(-c3ccc(I)cc3)n2)cc1	7%
93	Cc1ccccc1C(=O)Nc1cccc(NC(=O)Cc2ccc(Cl)cc2)c1	5%
94	COc1ccc(CNC(=O)C2CCN(CC3CC=CCC3)CC2)cc1 (stereo not given)	11%
95	Cc1c(NC(=O)CCCN2C(=O)c3cccc4cccc(c34)C2=O)c(=O)n(-c2ccccc2)n1C	4%
96	N#Cc1c(NC(=S)NC(NC(=O)c2ccccc2[N+](=O)[O-])C(Cl)(Cl)Cl)sc2c1CCCC2 (stereo not given)	8%
97	Cc1cc(C)nc(N2CCN(C(=O)c3cccc(Br)c3)CC2)n1	6%
98	Cc1cccc(C(=O)Nc2sc3c(c2C(=O)N2CCCC2)CCCC3)c1	1%
99	CC1=C(C(=O)OCc2ccccc2)C2(C(=O)Nc3ccccc32)C(C(=O)OCc2ccccc2)=C(N)O1 (stereo not given)	0%
100	CSc1ccc(S(=O)(=O)N(CC(=O)Nc2ccc3ccccc3c2)c2ccc(C)cc2)cc1	8%
101	O=C(/C=C/c1ccccc1Cl)NCC1CCCO1 (stereo not given)	0%
102	CS(=O)(=O)N(CC(=O)N1CCOCC1)c1ccc(Oc2ccccc2)cc1	9%
103	Oc1c(I)cc(I)cc1/C=N/n1cnnc1	24%
104	O=c1[nH]nc(SCc2cccc3ccccc23)c(=O)[nH]1	4%
105	CC(C)c1ccccc1NC(=O)CCN1C(=O)c2ccccc2C1=O	7%
106	O=C(/C=C/c1cccc([N+](=O)[O-])c1)Nc1ccc(I)cc1	11%
107	COc1cc(NC(=O)/C=C/c2ccc(OC)c(Br)c2)c(OC)cc1Cl	19%
108	CC12C=CC(O1)C1C(=O)N(c3ccccc3)C(=O)C12 (stereo not given)	1%
109	CCOC(=O)C1=C(C)N=c2s/c(=C\c3cccc(OC)c3O)c(=O)n2C1c1ccc(OC)cc1 (stereo not given)	17%
110	O=C(Nc1ccc2ccccc2c1)/C(=C\c1ccc(Br)cc1)NC(=O)c1ccco1	27%
111	O=[N+]([O-])c1ccc(/C=N/Nc2nc(-c3ccccc3)cc(-c3ccc(Br)cc3)n2)cc1	13%
112	CCOC(=O)c1[nH]c2c([N+](=O)[O-])cc(C)cc2c1C	0%
113	COc1ccc(OC)c(NC(=O)C(c2ccccc2)c2ccccc2)c1	13%
114	Cc1ccc(N2C(=O)CC(SCc3ccccc3)C2=O)c(C)c1 (stereo not given)	0%
115	CC1=C(C(=O)OC(C)C)C(c2cc3c(cc2Br)OCO3)C2=C(CCCC2=O)N1 (stereo not given)	8%
116	Cc1ccc(S(=O)(=O)Oc2ccc(/C=C(/NC(=O)c3ccccc3)C(=O)NCCC(=O)OCc3ccccc3)cc2)cc1	7%
117	Cc1cc2sc3ccccc3c(=O)c2cc1O	4%
118	O=C1NC(=S)N(c2ccccc2)C(=O)/C1=C/c1cc(Cl)cc(Cl)c1O	12%
119	COc1ccc(NS(=O)(=O)c2ccc(OC)c(Br)c2)cc1	11%
120	O=C(NC(=S)Nc1ccc(Cl)cc1Cl)c1cccs1	14%

(cont.)
no.	SMILES	RNase H inhibition
121	O=C1C(Nc2ccc(Cl)cc2)=C(N2CCOCC2)C(=O)c2ccccc21	9%
122	O=C(c1ccc(Br)cc1)c1ccc2c(c1)OCCO2	19%
123	CCC(=O)NC(c1ccccc1Cl)c1c(O)ccc2ccccc12 (stereo not given)	12%
124	CCOC(=O)c1ccc(-c2ccc(/C=C3/SC(N)=NC3=O)o2)cc1	0%
